# Cdc25B block: inhibitors of Cdc25B phosphatase catalytic domain, primary screen, biochemical, OMFP fluorescence; M-phase inducer phosphatase 2 (Homo sapiens), P30305; recombinant Cdc25B, OMFP fluorescence Ex485/Em525; inhibition, %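 (compounds tested at 10 µM final in the well)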; actives 0.1% (n = 65,000); AID 368, 2006; in the data active = inhibition above about 50%
# Target sequence (P30305 whole entry, looked up, the tested form may be a part): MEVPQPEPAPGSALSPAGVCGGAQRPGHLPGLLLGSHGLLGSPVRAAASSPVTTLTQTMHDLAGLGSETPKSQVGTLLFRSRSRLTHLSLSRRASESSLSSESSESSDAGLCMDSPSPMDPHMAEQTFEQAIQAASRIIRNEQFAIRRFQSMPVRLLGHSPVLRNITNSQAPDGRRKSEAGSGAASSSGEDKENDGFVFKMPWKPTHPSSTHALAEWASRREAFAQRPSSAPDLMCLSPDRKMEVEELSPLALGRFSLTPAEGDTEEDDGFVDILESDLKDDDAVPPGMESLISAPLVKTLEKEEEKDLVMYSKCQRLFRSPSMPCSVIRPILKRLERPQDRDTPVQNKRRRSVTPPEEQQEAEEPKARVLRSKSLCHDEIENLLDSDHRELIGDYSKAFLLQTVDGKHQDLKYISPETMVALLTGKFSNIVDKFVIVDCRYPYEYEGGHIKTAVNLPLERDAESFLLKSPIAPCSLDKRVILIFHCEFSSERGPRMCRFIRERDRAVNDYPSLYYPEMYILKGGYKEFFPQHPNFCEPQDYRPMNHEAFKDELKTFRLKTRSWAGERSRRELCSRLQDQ
# DUSP1 inh: MKP-1 phosphatase inhibitors, primary screen, biochemical, in vitro; Dual specificity protein phosphatase 1 (Homo sapiens), P28562; recombinant MKP-1, OMFP hydrolysis fluorescence; inhibition, %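 (compounds tested at a single concentration somewhere between 10 and 100 µM)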; actives 0.15% (n = 65,000);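 active = inhibition above about 50%, limit read from the data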;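 also: 0% = DMSO max control wells and 100% = wells with enzyme stopped by NaOH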
# CatL inh: inhibitors of human cathepsin L, biochemical; AID 460, 2006; Procathepsin L (Homo sapiens), P07711; actives 0.17% (n = 58,000); purified cathepsin L, fluorogenic substrate, fluorescence; inhibition, %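 (tested at 10 µM)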; in the data active = inhibition above about 45%;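 also: 0% = enzyme with no compound and 100% = no enzyme blank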
# Hsp90 inh: tumor Hsp90 inhibitors, primary screen, cell lysate, fluorescence polarization, NCI-N417 lysate | Heat shock protein HSP 90-alpha (Homo sapiens), P07900 | Cy3B-geldanamycin FP displacement | inhibition, % at 30 µM | actives 0.35% (n = 64,000) | AID 429, 2006;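 active = inhibition above 50%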;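 also: 0% = tracer plus lysate wells and 100% = tracer alone without lysate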
# FXIa mix inh: FXIa protease inhibitors in compound pools, primary screen, biochemical, 10-compound mixtures. Coagulation factor XI (Homo sapiens), P03951. purified FXIa, fluorogenic substrate, pooled mixtures. inhibition, % at 5 µM. actives 0.19% (n = 62,000);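 also: each value is inhibition by a whole ten-compound pool holding the compound; 0% = enzyme with no mixture and 100% = wells lacking enzyme; strong numbers were not always called active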
# Cathepsin G inh: human cathepsin G inhibitors, primary screen, biochemical, pooled compound mixtures, AMC fluorescence; P08311; purified enzyme, AMC-tetrapeptide fluorescence; inhibition, % at 5 µM (by protocol); actives 0.2% (n = 62,000); AID 581, 2007;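 active = inhibition above 20% in each of the two mixture wells holding the compound; inactive = inhibition of 20% or less in either well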;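 also: 0% = enzyme control without mixture and 100% = blank lacking enzyme; strong numbers were not always called active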
# 5HT1a ag: human 5-HT1a receptor agonists, primary screen, cell-based, CHO, Ga15 NFAT-bla reporter. CHO 5-HT1a Ga15 NFAT-bla reporter, FRET ratio; 0% basal, 100% maximal reference agonist. activation, % at 10 µM. 5-hydroxytryptamine receptor 1A (Homo sapiens), P08908. actives 0.56% (n = 65,000). AID 567, 2006;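 active = activation above the screen-wide mean activation plus 3 SD, cut at about 19% in these data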;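 also: 0% = DMSO wells and 100% = 5-CT at EC100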
# Target sequence (P08908 whole entry, looked up): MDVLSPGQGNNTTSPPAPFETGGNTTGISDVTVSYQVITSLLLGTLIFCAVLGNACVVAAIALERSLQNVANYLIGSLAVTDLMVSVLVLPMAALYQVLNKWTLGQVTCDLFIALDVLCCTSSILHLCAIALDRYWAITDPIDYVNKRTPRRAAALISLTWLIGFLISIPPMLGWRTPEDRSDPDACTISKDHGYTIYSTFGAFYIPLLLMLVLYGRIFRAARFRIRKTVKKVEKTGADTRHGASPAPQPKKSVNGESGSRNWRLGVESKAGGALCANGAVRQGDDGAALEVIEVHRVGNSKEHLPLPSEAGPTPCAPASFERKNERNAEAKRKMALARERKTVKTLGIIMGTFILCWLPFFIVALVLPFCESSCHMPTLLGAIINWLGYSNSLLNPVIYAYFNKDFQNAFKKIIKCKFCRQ
# FXIIa mix inh: human factor XIIa inhibitors, primary screen, biochemical, pooled compound mixtures, fluorogenic substrate; inhibition, % at 5 µM; AID 684, 2007; Coagulation factor XII (Homo sapiens), P00748; purified FXIIa; actives 0.2% (n = 62,000);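 also: 0% = enzyme without compound and 100% = no enzyme blank; some results filed as inactive read as strong as hits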
# C1s block: complement C1s protease inhibitors, primary screen, biochemical, 10-compound mixtures. actives 0.16% (n = 62,000). purified C1s, fluorogenic AMC substrate, pooled mixtures. mean inhibition % of two 10-compound mixtures (hits give high values), % at 5 µM (by protocol);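 active = inhibition above 20% in each of the two 10-compound mixture wells holding the compound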;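 also: 0% = enzyme wells lacking compound mixture and 100% = no-enzyme blank wells; some compounds called inactive have numbers as strong as hits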
# Active calls of the source: *; · = no result given; & = joins results of further samples. Rule as the data show it, unless noted: active = inhibition above about 20% (passing the limit was not always enough); inactive = the rest. An excerpt (hit frequency here may not be typical).
mol,Cdc25B block,DUSP1 inh,CatL inh,Hsp90 inh,FXIa mix inh,Cathepsin G inh,5HT1a ag,FXIIa mix inh,C1s block
COc1ccc(CCn2c(O)c(C=NCCCN(C)C)c(=O)[nH]c2=O)cc1OC,6,-6,13,0,-5,8,1.8,13,1
COc1ccc(-n2c(=O)[nH]c3ccccc3c2=O)c(OC)c1,0,-15,8,0,4,46,-2.1,8,17
CC1CC2(O)c3nonc3CCC2N1O (stereo unspecified),11,-15,2,-3,6,10,-1.2,8,14
C#CCN(C)C(C)Cc1ccccc1 (stereo unspecified),-9,-8,-1,7,9,2,-0.5,7,6
CCCCCCn1c(N)c(C(=O)NCCN2CCOCC2)c2nc3ccccc3nc21,-27,29,-64,-6,-8,1,11,0,-21
CCC(=NCC1CCCO1)c1c(O)n(-c2ccccc2)c(=O)[nH]c1=O (stereo unspecified),-6,-5,4,0,-26,-27,-2.4,5,-87
CC(=O)OC1(c2ccccc2)CCN(C)C2CCCCC21 (stereo unspecified),-10,-36,4,1,4,9,-2.5,-2,15
Cc1cccc(N2CCc3c2nc2ccccc2c3N)c1,9&3,-23&-12,-69,-5&-5,3&2,-3&-1,-3.8&-0.9,4&5,-29&-13
CC(=O)Nc1ccc(S(=O)(=O)NC(CC(=O)N2CCC3(CC2)OCCO3)C(C)C)cc1 (stereo unspecified),1,4,25,-3,-3,11,-2.2,12,-7
OCCNc1c2c(nc3ccccc13)CCCC2,-3,17,1,-5,4,-5,-1.2,-12,-35
CCCC[n+]1cc(/N=C(\[O-])OC)on1,4,29,-6,0,5,7,-0.3,7,-3
COc1cc(Br)cc(CN2CCN(C)CC2)c1O,-7,-10,-4,-1,2,0,-2.4,8,5
CCC(=NCCN1CCOCC1)c1c(O)n(-c2ccccc2C)c(=O)[nH]c1=O,-10,15,-11,-5,6,10,-4.3,11,16
CC(=NCc1ccc(F)cc1)c1c(O)n(C)c(=O)n(C)c1=O,7,-7,-10,1,5,-2,0.3,18,-2
Cc1ccc(Cn2nnnc2CN2CCC(n3nnc4ccccc43)CC2)cc1,-13,18,8,-5,6,7,-1.5,-11,0
COc1ccc2c(c1)CC1(CN2C)C(=O)NC(=O)N(c2ccc(F)cc2)C1=O (stereo unspecified),13,-9,10,-10,9,10,1.1,-2,10
FC(F)(F)c1ccc2c(c1)ncn2C1CCN(Cc2nnnn2C2CCCCC2)CC1,-18,41,-5,0,6,-7,1.6,5,-3
O=C(c1cc(Br)ccc1Cl)N1CCC2(CC1)OCCO2,-11,5,-11,-3,9,2,5.7,5,5
Cc1cc(C)c(C2=NOC(O)(C(F)(F)F)C2)c(=O)[nH]1 (stereo unspecified),-1,6,6,-1,-1,10,-1.3,-1,10
COc1ccc(C(CC(=O)N2CCC3(CC2)OCCO3)NS(=O)(=O)c2ccc(OC)cc2)cc1 (stereo unspecified),2,5,23,-2,-5,7,-1.8,-3,36

# 2 compounds from above, showing only C1s block.
mol | C1s block
C#CCN(C)C(C)Cc1ccccc1 (stereo unspecified) | 6
CCCCCCn1c(N)c(C(=O)NCCN2CCOCC2)c2nc3ccccc3nc21 | -21

# Structures listed so far that have bromine (2):
mol,Cdc25B block,DUSP1 inh,CatL inh,Hsp90 inh,FXIa mix inh,Cathepsin G inh,5HT1a ag,FXIIa mix inh,C1s block
COc1cc(Br)cc(CN2CCN(C)CC2)c1O,-7,-10,-4,-1,2,0,-2.4,8,5
O=C(c1cc(Br)ccc1Cl)N1CCC2(CC1)OCCO2,-11,5,-11,-3,9,2,5.7,5,5

# Returning to the listing with the 2 entries that preceded the break.
mol,Cdc25B block,DUSP1 inh,CatL inh,Hsp90 inh,FXIa mix inh,Cathepsin G inh,5HT1a ag,FXIIa mix inh,C1s block
Cc1cc(C)c(C2=NOC(O)(C(F)(F)F)C2)c(=O)[nH]1 (stereo unspecified),-1,6,6,-1,-1,10,-1.3,-1,10
COc1ccc(C(CC(=O)N2CCC3(CC2)OCCO3)NS(=O)(=O)c2ccc(OC)cc2)cc1 (stereo unspecified),2,5,23,-2,-5,7,-1.8,-3,36
O=C1NC(=O)C(CCc2ccncc2)(c2ccccc2)C(=O)N1,-6,-7,7,-3,7,-2,-2.4,-16,-4
O=P(O)(O)C#Cc1ccccc1,1,0,5,0,5,-14,-0.5,8,-6
CN(C)c1ccc2c(c1)N=C(c1ccco1)OP2(=S)N1CCOCC1 (stereo unspecified),4,3,2,-3,8,6,-4.8,7,2
CCC(C)NC(=O)c1c(N)n(Cc2ccc3c(c2)OCO3)c2nc3ccccc3nc12 (stereo unspecified),2,20,-43,-5,-4,0,122*,-18,-37
COc1ccccc1-n1c(O)c(C=Nc2c(C)n(C)n(-c3ccccc3)c2=O)c(=O)[nH]c1=O,-15,-26,33,-1,16,16,1.4,8,13
O=c1[nH]c(=O)n(CCC2=CCCCC2)c(O)c1C=NCc1cccnc1,-2,-14,2,-6,8,-1,-5.8,-1,4
CCCCCCn1c(=O)c(C(=O)Nc2ccncc2)c(O)c2ccccc21,-4,11,-6,-1,6,4,-7.0,1,11
CCOC(=O)C1=C(C)OC(N)=C(C#N)C12C(=O)Nc1ccc(C)cc12 (stereo unspecified),3,11,24,-6,14,4,-2.4,3,-32
CCCCN1CCC(C#N)(Nc2ccccc2)CC1,3,19,25,2,13,4,-1.8,5,-30
COc1ccc(CC[n+]2cc(/N=C(\C)[O-])on2)cc1OC,-8,-3,-2,-5,1,3,-1.2,4,2
O=C(CNS(=O)(=O)c1cccs1)N1CCC2(CC1)OCCO2,-6,-2,6,2,7,-1,-2.5,-13,-2
O=C(NCc1ccccn1)c1ccccc1Cl,-3,-5,8,-2,6,2,0.3,7,-2
CCCCn1c(O)c(C(C)=NCCc2ccccc2)c(=O)[nH]c1=O,4,0,11,-2,0,10,-1.2,2,-10
CNCCc1nc(N)n[nH]1,-8,-22,26,-1,6,11,0.3,-18,2
Cc1ccccc1-n1c(O)c(C=Nc2ccc(N(C)C)cc2)c(=O)[nH]c1=O,-5,9,5,30,4,11,0.6,-2,17
CN1C(=O)c2ccccc2Sc2ccc(C(=O)N3CCC4(CC3)OCCO4)cc21,-7,1,4,-1,4,8,-0.4,-15,-22
O=C(c1cc2c(s1)-c1ccccc1OC2)N1CCC2(CC1)OCCO2,-9,7,-137,-1,-11,-4,-4.8,6,-86
CCS(=O)(=O)N1CCC(C(=O)N2CCC3(CC2)OCCO3)CC1,-13,4,·,-3,1,12,-2.5,-27,16
CN1CCc2nc3sc(C#N)c(N)c3c(-c3cccs3)c2C1,-16,-14,3,-8,·,·,0.9,·,·
CC(=O)C1C(=O)NC23CCCCC2C1c1ccccc1O3 (stereo unspecified),0,4,7,2,8,10,-0.4,-1,9
N#CC1=C(N)Oc2c(c(=O)oc3ccccc23)C1c1cccnc1 (stereo unspecified),-11,4,-1,·,5,-1,3.0,6,2
C=CCn1c(O)c(C(CC)=Nc2ccc(N(CC)CC)cc2)c(=O)[nH]c1=O,-6,-41,12,1,-6,11,2.1,5,6
O=c1[nH]c(=O)n(CCc2ccccc2)c(O)c1C=NCCN1CCNCC1,-39,-12,1,-1,-1,7,1.0,5,-46
CC(C)[C@@]1(NC(=O)[C@@H]2C=C3c4cccc5[nH]cc(c45)C[C@H]3N(C)C2)O[C@@]2(O)[C@@H]3CCCN3C(=O)[C@H](Cc3ccccc3)N2C1=O,-5,24,-17,-9&-12,4,5,113*,5,-16
COC(=O)c1cc(COc2cc(C)cc3oc(=O)c4c(c23)CCC4)c(C)o1,5,21,-7,-2,7,12,-1.1,3,8
CCOC(=O)C1SC2(C(F)(F)C(F)F)CC1(O)c1c(c(OC)c3occc3c1OC)O2 (stereo unspecified),2,-3,-5,-1,0,11,1.2,-12,-3
CNP1(NC)=Nc2nn(-c3ccccc3)c(N)c2C(c2ccccc2)=N1,-1,5,-7,-5,6,-1,-4.1,5,2
CC(C)Cn1cc(C(=O)N2CCC3(CC2)OCCO3)c2c3ccccc3n(C)c2c1=O,-29,26,-6,1,2,5,0.8,2,-3
CCCCn1c(O)c(C(C)=NCc2ccc(F)cc2)c(=O)[nH]c1=O,-4,-23,2,0,-1,-2,4.0,-3,4
O=C(CN1C(=O)CN=C(c2ccccc2Cl)c2cc(Cl)ccc21)NCc1ccco1,18,14,-2,0,5,11,-3.0,-14,19
C[N+]12CN3CN(CN(C3)C1)C2,0,-1,9,0,5,0,0.9,1,-4
CCN1CCN(Cc2ccccc2C)CC1,-7,4,-3,0,13,15,1.0,2,16
CC(C)OC(=O)C1C(=O)NC2(C)CC1c1ccccc1O2 (stereo unspecified),-8,30,7,-1,3,9,1.1,-1,2
O=c1c2ccccc2nc(-c2ccco2)n1-c1ccncc1,-12,7,-2,-4,2,-4,-1.4,5,-7
CCN1CCN(Cc2nnnn2C(C)(C)C)CC1,-3,-17,4,-4,5,-4,-1.1,3,1
O=C(Nc1ccccc1OC(=O)N1CCOCC1)N1CCOCC1,1,4,10,0,-7,13,-2.4,7,-58
COc1ccc(Cn2c(N)c(C(=O)NCc3ccco3)c3nc4ccccc4nc32)cc1OC,8,34,-118,-21,1,-35,3.4,1,-6
CCN(CC)CCN=Cc1c(O)n(CCc2ccccc2)c(=O)[nH]c1=O,-41,-22,19,-7,·,·,0.2,·,·
CC(=NC1CCN(Cc2ccccc2)CC1)c1c(O)n(C)c(=O)n(C)c1=O,-2,11,6,3,3,11,-2.2,2,2
CN1CC=C(c2c[nH]c3ccccc23)CC1,-2,-13,12,-7,0,-9,15,-17,-63

# Two of these compounds in another layout.
# Values in the order – Cdc25B block | DUSP1 inh | CatL inh | Hsp90 inh | FXIa mix inh | Cathepsin G inh | 5HT1a ag | FXIIa mix inh | C1s block
CCCCCCn1c(=O)c(C(=O)Nc2ccncc2)c(O)c2ccccc21
 : -4 | 11 | -6 | -1 | 6 | 4 | -7.0 | 1 | 11
CC(C)OC(=O)C1C(=O)NC2(C)CC1c1ccccc1O2 (stereo unspecified)
 : -8 | 30 | 7 | -1 | 3 | 9 | 1.1 | -1 | 2

# Next section
mol,Cdc25B block,DUSP1 inh,CatL inh,Hsp90 inh,FXIa mix inh,Cathepsin G inh,5HT1a ag,FXIIa mix inh,C1s block
CCOC(=O)C1C2c3ccccc3O[C@@]1(C)N=C1SCC(=O)N12 (stereo partly specified),-5,4,-5,0,0,4,-3.0,6,-7
O=c1c2ccccc2nc(-c2ccco2)n1-c1nccs1,-9,-14,0,-2,4,9,-1.3,5,13
N#Cc1c(/N=C/c2c(O)n(Cc3ccco3)c(=O)[nH]c2=O)sc2c1CCCC2,1,-4,-12,-1,9,0,-1.4,-7,7
N#Cc1ccccc1Cn1cc(C(=O)c2cccs2)c2ccccc21,-13,-9,5,-3,-4,9,-1.8,-4,7
